Screens: PubChem BioAssay, several laboratories
MCL1 BIM primary – inhibitors of MCL1 binding to BIM-BH3, primary screen, biochemical, fluorescence polarization; Induced myeloid leukemia cell differentiation protein Mcl-1 (Homo sapiens), Q07820; GST-MCL1 / FITC-Bim-BH3 fluorescence polarization; inhibition, % at 10.9 µM; 320,000 tested, 0.68% active;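 active means inhibition above the mean inhibition of all tested compounds plus 3 SD, set per campaign, cut at about 40% in these data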;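 further: 0% = DMSO wells and 100% = unlabeled Bim-BH3 peptide control; higher means more loss of mP so more displacement of Bim peptide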
MEX-5 binding – MEX-5 zinc finger RNA-binding disruptors – biochemical, C. elegans, fluorescence polarization, MLPCN library, primary screen | Zinc finger protein mex-5 (Caenorhabditis elegans), Q9XUB2 | MEX-5/FITC-TCR2 RNA binding; stronger effect = lower value | AID 1832, 2009 | 300,000 tested, 0.38% active | activity score (negative = inhibition of binding), % at 10 µM;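 active means inhibition past about -25% in most replicates, and total fluorescence under double the plate's negative control median, limit read from the data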;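 further: 0% = DMSO and -100% = 5 µM competing unlabeled TCR2 RNA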
TPT1 inhibitor – Candida albicans TPT1 enzyme inhibitors, primary screen, biochemical, fluorescence polarization; AID 1962, 2009; recombinant caTPT1, FP RNA substrate dephosphorylation; inhibition, % at 5 µM; tRNA 2'-phosphotransferase TPT1 (Candida albicans SC5314); 300,000 tested, 0.81% active;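 active means inhibition above the mean of all tested compounds plus 3 SD, set per screening campaign, cut at about 24% in these data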;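 further: plate controls were DMSO alone for no effect and ferristatin control at 100 nM for full effect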
PAD4 FP inh – human PAD4 inhibitors, primary screen, biochemical, fluorescence polarization, 1536-well format. Protein-arginine deiminase type-4 (Homo sapiens), Q9UM07. recombinant PAD4, RCA probe fluorescence polarization. inhibition, % at 6.36 µM. 330,000 tested, 0.41% active. AID 485272, 2010;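 active means percent inhibition above a cutoff equal to the mean of all tested compounds plus 3 SD, cut at about 15% in these data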;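 further: 0% = PAD4 with RCA probe and DMSO and 100% = probe without PAD4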
Fam108B inh – mouse Fam108B serine hydrolase inhibitors, primary screen, counter-screen for RBBP9 inhibitor project, biochemical, fluorescence polarization. recombinant Fam108B, FP-Rh probe fluorescence polarization. inhibition, % at 9.51 µM. 300,000 tested, 0.33% active. AID 1947, 2009;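 active means inhibition above the screen mean inhibition plus 3 SD, computed separately per campaign, cut at about 18% in these data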;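 further: inhibitors lower polarization as less probe binds the enzyme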
GSTO1 counter – inhibitors of recombinant GSTO1, primary screen, counter-screen for RBBP9 inhibitor project, biochemical, fluorescence polarization; 300,000 tested, 1.1% active; inhibition, % at 5.96 µM; activity-based probe fluorescence polarization;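 active means inhibition above the campaign mean inhibition plus 3 SD, cut at about 35% in these data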;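 further: 0% = GSTO1-1 with DMSO and 100% = wells lacking GSTO1-1 enzyme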
Target sequence (P78417 whole entry, looked up): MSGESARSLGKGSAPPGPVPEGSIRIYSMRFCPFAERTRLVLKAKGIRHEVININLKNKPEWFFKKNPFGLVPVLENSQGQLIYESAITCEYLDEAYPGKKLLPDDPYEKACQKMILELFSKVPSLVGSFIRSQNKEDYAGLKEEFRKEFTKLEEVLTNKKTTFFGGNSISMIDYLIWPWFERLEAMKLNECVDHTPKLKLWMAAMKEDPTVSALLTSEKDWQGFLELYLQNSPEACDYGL
GLD-1 TGE inh – GLD-1/TGE RNA complex disruptors, primary screen, biochemical, fluorescence polarization. Female germline-specific tumor suppressor gld-1 (Caenorhabditis elegans), Q17339. purified GLD-1 + fluorescein TGE RNA. inhibition, % at 5.96 µM. 320,000 tested, 0.44% active. AID 2280, 2010;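 active means percent inhibition above a per-plate cutoff, the plate mean of test compounds plus 3 SD, cut at about 30% in these data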;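 further: 0% = DMSO wells with GLD-1 and probe and 100% = wells lacking GLD-1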
Target sequence (Q17339 whole entry, looked up): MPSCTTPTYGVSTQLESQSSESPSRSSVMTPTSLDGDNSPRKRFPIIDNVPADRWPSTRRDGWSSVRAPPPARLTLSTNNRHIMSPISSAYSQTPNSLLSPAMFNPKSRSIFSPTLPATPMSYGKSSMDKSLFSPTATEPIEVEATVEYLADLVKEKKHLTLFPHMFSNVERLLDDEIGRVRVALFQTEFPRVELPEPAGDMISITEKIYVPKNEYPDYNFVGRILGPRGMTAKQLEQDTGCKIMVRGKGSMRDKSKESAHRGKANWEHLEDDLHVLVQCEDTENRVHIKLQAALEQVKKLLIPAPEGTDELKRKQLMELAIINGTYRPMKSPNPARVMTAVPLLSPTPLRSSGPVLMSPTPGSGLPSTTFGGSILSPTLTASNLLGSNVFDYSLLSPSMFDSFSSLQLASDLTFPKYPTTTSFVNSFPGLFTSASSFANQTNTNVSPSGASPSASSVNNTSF
Bcl-xL primary – inhibitors of human Bcl-xL, primary screen, biochemical, fluorescence polarization, HTS | Bcl-2-like protein 1 (Homo sapiens), Q07817 | GST-Bcl-xL / FITC-Bim BH3 peptide fluorescence polarization | inhibition, % at 10.9 µM | 320,000 tested, 0.7% active;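 active means inhibition above the mean of all tested compounds plus 3 SD, cutoff set per campaign, cut at about 30% in these data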;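 further: 0% = DMSO wells and 100% = unlabeled Bim-BH3 peptide competitor; inhibitors lower millipolarization by displacing the labeled peptide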
Target sequence (Q07817 whole entry, looked up): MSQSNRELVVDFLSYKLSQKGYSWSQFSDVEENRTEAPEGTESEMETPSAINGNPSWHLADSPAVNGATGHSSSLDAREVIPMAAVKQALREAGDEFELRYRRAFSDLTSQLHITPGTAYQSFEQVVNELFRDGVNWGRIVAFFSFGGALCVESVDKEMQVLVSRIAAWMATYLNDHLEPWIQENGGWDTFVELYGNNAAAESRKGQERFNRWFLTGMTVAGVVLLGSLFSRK
PME-1 primary – PME-1 inhibitors via competitive probe labeling, primary screen, biochemical, fluorescence polarization, FP-Rh probe, HTS | recombinant PME-1 | inhibition, % at 5.9 µM | 320,000 tested, 0.53% active | AID 2130, 2009;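 active means inhibition above the campaign mean of all compounds plus 3 SD, cut at about 26% in these data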;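 further: competitive labeling of PME-1 active site by serine hydrolase directed probe; 0% = PME-1 with DMSO and 100% = wells lacking PME-1 enzyme; inhibitors block probe labeling so polarization falls and inhibition rises; many of its hits are not listed in these tables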
The depositor's hits bear a star.

`COc1cc(C(=O)NCCCc2nc3ccccc3n2Cc2cc(C)ccc2C)cc(OC)c1OC` gave MCL1 BIM primary -2, MEX-5 binding 1.1, TPT1 inhibitor -7, PAD4 FP inh 1, Fam108B inh -5, GSTO1 counter -3, GLD-1 TGE inh 1, Bcl-xL primary -2 and PME-1 primary -2.
`CCN(CC)CC(O)Cn1c(-c2cccc(Cl)c2)nc2cc(C)c(C)cc21` (configuration not stated) gave MCL1 BIM primary 2, MEX-5 binding 2.5, TPT1 inhibitor -2, PAD4 FP inh 1, Fam108B inh 0, GSTO1 counter 8, GLD-1 TGE inh 5, Bcl-xL primary 6 and PME-1 primary 1.
Screening CCc1nccn1C(=O)c1cnn2c(C(F)F)cc(-c3ccc(C)cc3)nc12 returned MCL1 BIM primary 4, MEX-5 binding 2.3, TPT1 inhibitor 0, PAD4 FP inh -2, Fam108B inh -10, GSTO1 counter -4, GLD-1 TGE inh 1, Bcl-xL primary 4 and PME-1 primary 4.
`CCN1CCCC1CNC(=O)c1ccc(Sc2ccc(F)cc2)c([N+](=O)[O-])c1` (configuration not stated) gave MCL1 BIM primary -6, MEX-5 binding 2.2, TPT1 inhibitor 2, PAD4 FP inh -2, Fam108B inh 3, GSTO1 counter 1, GLD-1 TGE inh 1, Bcl-xL primary -1 and PME-1 primary 3.
For O=c1nc2c(-c3ccccc3F)n[nH]n2c2ccccc12 the results were MCL1 BIM primary 2, MEX-5 binding -1.1, TPT1 inhibitor -3, PAD4 FP inh 5, Fam108B inh 1, GSTO1 counter -16, GLD-1 TGE inh -2, Bcl-xL primary 1 and PME-1 primary 5.
For CCCNC(=O)c1cccc(C(F)(F)F)c1 the results were MCL1 BIM primary 6, MEX-5 binding 1.1, TPT1 inhibitor 3, PAD4 FP inh -2, Fam108B inh -1, GSTO1 counter 1, GLD-1 TGE inh 4, Bcl-xL primary 5 and PME-1 primary 3.
For CCOC(=O)Cc1cnc(NC(=O)CSc2nc(C)c(CC)c(=O)[nH]2)s1 the results were MCL1 BIM primary 5, MEX-5 binding 1.2, TPT1 inhibitor -4, PAD4 FP inh 0, Fam108B inh 2, GSTO1 counter 1, GLD-1 TGE inh 1, Bcl-xL primary 2 and PME-1 primary 3.
`CC1CC(OCC(O)CN2CCN(Cc3ccccc3)CC2)CC(C)(C)C1` (configuration not stated) gave MCL1 BIM primary -1, MEX-5 binding -1.8, TPT1 inhibitor -2, PAD4 FP inh -3, Fam108B inh -1, GSTO1 counter 6, GLD-1 TGE inh 3, Bcl-xL primary 4 and PME-1 primary 7.
Cc1ccc(C)c(C(C)NC(=O)C2CCCO2)c1 (configuration not stated) was read as MCL1 BIM primary -5, MEX-5 binding 0.7, TPT1 inhibitor 1, PAD4 FP inh -5, Fam108B inh 1, GSTO1 counter -2, GLD-1 TGE inh -2, Bcl-xL primary 5 and PME-1 primary -6.
`CC(C)(C)CN1CCNC[C@H]1Cc1ccc(O)cc1` gave MCL1 BIM primary 5, MEX-5 binding -0.8, TPT1 inhibitor 2, PAD4 FP inh -3, Fam108B inh -2, GSTO1 counter 0, GLD-1 TGE inh -4, Bcl-xL primary 4 and PME-1 primary 3.
For Nc1c(Cl)cc(Cl)cc1C(=O)OCC(=O)N1CCCC1=O the results were MCL1 BIM primary 5, MEX-5 binding 0.2, TPT1 inhibitor -1, PAD4 FP inh 3, Fam108B inh -2, GSTO1 counter 1, GLD-1 TGE inh 0, Bcl-xL primary 6 and PME-1 primary 6.
For O=C(Nc1ncc2c(n1)-c1ccccc1CC2)c1cccc(Cl)c1 the results were MCL1 BIM primary -1, MEX-5 binding -1.0, TPT1 inhibitor 1, PAD4 FP inh 3, Fam108B inh 0, GSTO1 counter -5, GLD-1 TGE inh -5, Bcl-xL primary 2 and PME-1 primary -1.
Screening CC1CCCC(C)N1C(=O)COC(=O)Cn1cnc2c1c(=O)n(C)c(=O)n2C (configuration not stated) returned MCL1 BIM primary 1, MEX-5 binding 2.1, TPT1 inhibitor 1, PAD4 FP inh 2, Fam108B inh 1, GSTO1 counter -7, GLD-1 TGE inh 5, Bcl-xL primary 3 and PME-1 primary -7.
`C=CCSc1nnc(-c2cnn(-c3ccccc3)c2-n2cccc2)n1C` gave MCL1 BIM primary -10, MEX-5 binding -0.3, TPT1 inhibitor -2, PAD4 FP inh 1, Fam108B inh 3, GSTO1 counter 3, GLD-1 TGE inh 1, Bcl-xL primary -5 and PME-1 primary 2.
COc1ccccc1C(=O)Nc1c2c(nn1-c1cccc(C)c1C)CS(=O)C2 (configuration not stated) was read as MCL1 BIM primary -2, MEX-5 binding 1.7, TPT1 inhibitor -3, PAD4 FP inh 4, Fam108B inh 1, GSTO1 counter -6, GLD-1 TGE inh -1, Bcl-xL primary 0 and PME-1 primary 3.
Screening COc1ccc(C2CC(=O)Oc3ccc(C(C)(C)C)cc32)cc1 (configuration not stated) returned MCL1 BIM primary 8, MEX-5 binding -0.6, TPT1 inhibitor 0, PAD4 FP inh 1, Fam108B inh 0, GSTO1 counter 6, GLD-1 TGE inh 1, Bcl-xL primary 9 and PME-1 primary 2.
Screening CCOc1nc(-c2ccc(Cl)cc2)nc2ccccc12 returned MCL1 BIM primary 7, MEX-5 binding -0.7, TPT1 inhibitor -2, PAD4 FP inh -3, Fam108B inh 4, GSTO1 counter 0, GLD-1 TGE inh 3, Bcl-xL primary 4 and PME-1 primary -6.
C/C(=N\Nc1ccc2nncn2n1)c1ccc(Cl)s1 was read as MCL1 BIM primary 3, MEX-5 binding 0.7, TPT1 inhibitor -1, PAD4 FP inh 2, Fam108B inh 2, GSTO1 counter -3, GLD-1 TGE inh 3, Bcl-xL primary 3 and PME-1 primary -2.
Screening COc1cccc(OCC(O)CN2CCN(C)CC2)c1 (configuration not stated) returned MCL1 BIM primary 2, MEX-5 binding -0.3, TPT1 inhibitor 1, PAD4 FP inh -3, Fam108B inh 0, GSTO1 counter 0, GLD-1 TGE inh 1, Bcl-xL primary 13 and PME-1 primary 3.
COc1ccc(S(=O)(=O)Nc2c3ccccc3nc(=O)n2-c2ccccc2)cc1 was read as MCL1 BIM primary 3, MEX-5 binding 0.4, TPT1 inhibitor -6, PAD4 FP inh -2, Fam108B inh -2, GSTO1 counter -10, GLD-1 TGE inh 1, Bcl-xL primary 3 and PME-1 primary 3.
`CSc1cccc(NC(=O)C(C)Sc2ccc(C)cc2)c1` (configuration not stated) gave MCL1 BIM primary 8, MEX-5 binding 0.5, TPT1 inhibitor 2, PAD4 FP inh -2, Fam108B inh 2, GSTO1 counter -2, GLD-1 TGE inh 6, Bcl-xL primary 4 and PME-1 primary -2.
`O=C(CCC1CCCCC1)Nc1cccc(C(=O)Nc2ccc(C(=O)O)cc2)c1` gave MCL1 BIM primary -4, MEX-5 binding -3.4, TPT1 inhibitor 1, PAD4 FP inh -2, Fam108B inh -6, GSTO1 counter -11, GLD-1 TGE inh -5, Bcl-xL primary 2 and PME-1 primary -11.
Screening CC(=O)NCCC1CCN(c2nc3nonc3nc2N(C)Cc2ccccc2)CC1 returned MCL1 BIM primary 8, MEX-5 binding 1.7, TPT1 inhibitor 0, PAD4 FP inh -4, Fam108B inh 2, GSTO1 counter -2, GLD-1 TGE inh 0, Bcl-xL primary 6 and PME-1 primary 6.
`O=C(COc1coc(CN2CCN(c3ccc(F)cc3)CC2)cc1=O)NC1CCCC1` gave MCL1 BIM primary 10, MEX-5 binding -1.0, TPT1 inhibitor -1, PAD4 FP inh -5, Fam108B inh 0, GSTO1 counter 13, GLD-1 TGE inh 4, Bcl-xL primary 4 and PME-1 primary 0.
CC(=O)Nc1nc(-c2ccc3c(c2)OCO3)cs1 was read as MCL1 BIM primary -6, MEX-5 binding 0.2, TPT1 inhibitor -1, PAD4 FP inh -7, Fam108B inh 1, GSTO1 counter 3, GLD-1 TGE inh 3, Bcl-xL primary -1 and PME-1 primary 5.
Screening S=C(NCc1ccccn1)Nc1ccc(Br)cc1Cl returned MCL1 BIM primary 7, MEX-5 binding -0.6, TPT1 inhibitor -2, PAD4 FP inh -3, Fam108B inh -6, GSTO1 counter -10, GLD-1 TGE inh -1, Bcl-xL primary 4 and PME-1 primary 1.
CCS(=O)(=O)N1CCN=C1SCc1ccccc1 was read as MCL1 BIM primary -3, MEX-5 binding -0.2, TPT1 inhibitor 1, PAD4 FP inh -1, Fam108B inh -5, GSTO1 counter 2, GLD-1 TGE inh 4, Bcl-xL primary 7 and PME-1 primary 3.
Screening COc1cccc(-c2c(C(=O)N/N=C/c3ccco3)nnn2-c2nonc2N)c1 returned MCL1 BIM primary 2, MEX-5 binding -0.6, TPT1 inhibitor -2, PAD4 FP inh -3, Fam108B inh 7, GSTO1 counter 0, GLD-1 TGE inh -1, Bcl-xL primary 6 and PME-1 primary -1.
Cc1ccc(OCCNc2ccc(C(F)(F)F)cc2[N+](=O)[O-])cc1 was read as MCL1 BIM primary -9, MEX-5 binding 2.1, TPT1 inhibitor -1, PAD4 FP inh -11, Fam108B inh -3, GSTO1 counter -4, GLD-1 TGE inh -4, Bcl-xL primary -1 and PME-1 primary -6.
Screening CCOc1ccccc1NC(=O)CCn1ccnc1 returned MCL1 BIM primary 2, MEX-5 binding -0.1, TPT1 inhibitor -6, PAD4 FP inh -1, Fam108B inh -1, GSTO1 counter 9, GLD-1 TGE inh 3, Bcl-xL primary 4 and PME-1 primary 4.
N=c1c(C(=O)NC2CCCCC2)cc2c(=O)n3ccccc3nc2n1Cc1ccco1 was read as MCL1 BIM primary 11, MEX-5 binding -10, TPT1 inhibitor 0, PAD4 FP inh 5, Fam108B inh 0, GSTO1 counter 2, GLD-1 TGE inh 2, Bcl-xL primary 8 and PME-1 primary 2.
`COc1nccc(C(F)(F)F)c1C(=O)Nc1ccc(Cl)cc1` gave MCL1 BIM primary 4, MEX-5 binding -1.6, TPT1 inhibitor 0, PAD4 FP inh 0, Fam108B inh 4, GSTO1 counter 3, GLD-1 TGE inh 0, Bcl-xL primary 4 and PME-1 primary -4.
For COc1ccc(OCc2n(CC(=O)OC3CC(C)CCC3C(C)C)c3ccccc3[n+]2C)cc1 (configuration not stated) the results were MCL1 BIM primary -1, MEX-5 binding -2.0, TPT1 inhibitor -3, PAD4 FP inh -1, Fam108B inh 4, GSTO1 counter 4, GLD-1 TGE inh 3, Bcl-xL primary 3 and PME-1 primary 4.
`O=S1(=O)N=C(Oc2ccccc2)c2ccccc21` gave MCL1 BIM primary 5, MEX-5 binding 0.2, TPT1 inhibitor -1, PAD4 FP inh 3, Fam108B inh 1, GSTO1 counter -2, GLD-1 TGE inh 1, Bcl-xL primary 0 and PME-1 primary -1.
`CC(NC(=O)/C(C#N)=C/c1cn(-c2ccccc2)nc1-c1ccc(F)cc1)c1ccccc1` (configuration not stated) gave MCL1 BIM primary -4, MEX-5 binding 0.2, TPT1 inhibitor 0, PAD4 FP inh -3, Fam108B inh -4, GSTO1 counter -2, GLD-1 TGE inh 3, Bcl-xL primary 5 and PME-1 primary -9.

This is a subset, so the mix of outcomes need not match the whole.
